CHRM5 antagonist: CHRM5 antagonism in calcium assay. CHO-hM5 cells, Fluo-8 calcium fluorescence, ACh EC80. inhibition, % at 3 µM. actives 0.59% (n = 360,000). AID 624040;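 active means inhibition above a per-plate cutoff, the mean of that plate's test compounds plus 3 SD, cut at about 27% in these data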;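 further: 0% = acetylcholine EC80 with DMSO and 100% = DMSO without agonist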
M5 PAM: potentiates acetylcholine response at human M5 receptor; P08912; actives 0.3% (n = 360,000); activation, % at 3 µM; CHO-K1 hM5, Fluo-8 calcium, ACh EC20 PAM; 0% = ACh EC20, 100% = ACh EC100;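 active means activation above the run cutoff, the mean activation of all test compounds plus 3 SD, cut at about 18% in these data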
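Assay system: CHO-K1 hM5 cells. Also added: acetylcholine at EC20 concentration, added after compound. Dosing: 3 µM, single dose. Times: compound preincubation 140 s before EC20 acetylcholine addition. Signal: Fluo-8 calcium fluorescence. Measure: % activation relative to EC20 and EC100 ACh responses. Repeats: singlicate, one well per test compound.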
CHRM5 agonist: agonists of human muscarinic M5 receptor (CHRM5) | P08912 | CHO-K1 hM5 cells, Fluo-8 calcium fluorescence; 0% DMSO wells, 100% maximal acetylcholine response | activation, % at 3 µM | actives 0.19% (n = 360,000);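 active means activation above the run's mean over test compounds plus 3 SD, cut at about 23% in these data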;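 further: signal is peak over basal fluorescence ratio across the kinetic read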
CHRM4 agonist: agonists of human muscarinic M4 receptor (CHRM4) | CHO-K1 hM4/Gqi5, Fluo-8 calcium fluorescence; vehicle 0%, full acetylcholine response 100% | AID 624127 | P08173 | actives 0.14% (n = 360,000) | activation, % at 3 µM;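 active means activation above the run mean over all test wells plus 3 SD, cut at about 32% in these data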;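 further: peak over basal fluorescence ratio per well then scaled between controls; 0% = DMSO wells and 100% = acetylcholine at EC100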
Target sequence (P08173 whole entry, looked up): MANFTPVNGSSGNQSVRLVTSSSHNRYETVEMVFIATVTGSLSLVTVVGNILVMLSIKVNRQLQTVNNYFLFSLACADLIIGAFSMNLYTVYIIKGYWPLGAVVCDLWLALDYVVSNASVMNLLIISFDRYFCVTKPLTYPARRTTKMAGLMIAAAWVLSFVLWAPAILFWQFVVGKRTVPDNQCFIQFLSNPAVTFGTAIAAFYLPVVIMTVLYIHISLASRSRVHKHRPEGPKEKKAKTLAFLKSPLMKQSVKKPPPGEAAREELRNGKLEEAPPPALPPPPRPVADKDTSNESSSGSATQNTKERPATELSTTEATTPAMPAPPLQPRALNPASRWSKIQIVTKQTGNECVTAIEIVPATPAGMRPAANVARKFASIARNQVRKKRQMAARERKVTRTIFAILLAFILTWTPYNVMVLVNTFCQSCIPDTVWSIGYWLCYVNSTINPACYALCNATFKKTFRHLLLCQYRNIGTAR
TAAR1 agonist: human TAAR1 agonism. CHO RD-HGA16 TAAR1, Fluo-8 calcium fluorescence; vehicle wells 0%, saturating PEA agonist 100%. Q96RJ0. actives 0.99% (n = 360,000). AID 624467. activation, % at 3 µM;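 active means activation above the mean activation of all test compounds in the run plus 3 SD, cut at about 38% in these data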
Target sequence (Q96RJ0 whole entry, looked up): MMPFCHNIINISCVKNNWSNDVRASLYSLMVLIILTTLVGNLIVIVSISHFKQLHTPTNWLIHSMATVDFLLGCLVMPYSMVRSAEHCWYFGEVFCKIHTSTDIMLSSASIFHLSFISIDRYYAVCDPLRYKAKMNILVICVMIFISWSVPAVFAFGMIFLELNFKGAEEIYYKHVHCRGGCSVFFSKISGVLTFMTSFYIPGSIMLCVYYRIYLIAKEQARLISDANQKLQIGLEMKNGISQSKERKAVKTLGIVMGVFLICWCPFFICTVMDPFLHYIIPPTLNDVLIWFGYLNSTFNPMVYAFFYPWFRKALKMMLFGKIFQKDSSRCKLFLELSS
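Assay system – CHO-derived RD-HGA16 cells with stable Gα16 and human TAAR1 · Compound dosing – one-point dosing at 3 µM (nominal) · Incubation – 17-24 h seeding, 75 min 37 °C dye, 30 min RT · Measured by – kinetic Fluo-8 calcium fluorescence · Control set – DMSO vehicle as 0%, PEA at EC100 as 100% · Repeats – single well for each compound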
M1 PAM: human CHRM1 positive allosteric modulation; actives 0.088% (n = 360,000); AID 588819; CHO-K1 hM1, Fluo-8 calcium fluorescence, ACh EC20; 0% = ACh EC20, 100% = maximal ACh; activation, % at 3 µM; in the data active means activation above about 19%, passing the limit was not always enough
CHRM1 antagonist: blocks human M1 muscarinic receptor | CHO-K1 hM1, Fluo-8 calcium fluorescence, ACh EC80 antagonist | actives 1.3% (n = 360,000) | inhibition, % at 3 µM | AID 588852;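 active means percent inhibition above its own plate's cutoff, namely the mean of that plate's compound wells plus 3 SD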;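 further: peak over basal fluorescence ratio during 140 s after agonist addition; 0% = ACh EC80 plus DMSO and 100% = DMSO alone without agonist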
CHRM4 antagonist: blocks acetylcholine activation of human M4 receptor; CHO-hM4 cells, ACh EC80, Fluo-8 calcium fluorescence; inhibition, % at 3 µM; actives 0.73% (n = 360,000); AID 624125;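 active means inhibition above its plate's cutoff, the mean inhibition of sample wells plus 3 SD, cut at about 27% in these data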;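 further: 0% = acetylcholine EC80 with DMSO and 100% = DMSO without agonist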
CHRM1 agonist: human M1 muscarinic receptor agonism | activation, % at 3 µM | P11229 | CHO-K1 hM1, Fluo-8 calcium fluorescence, agonist mode; 0% DMSO, 100% acetylcholine EC100 | AID 588814 | actives 0.33% (n = 360,000);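 active means activation above the run's mean compound activation plus 3 SD, cut at about 16% in these data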;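 further: peak over basal fluorescence ratio within a 140 s kinetic read after compound addition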
* = called active by the depositor; . = not tested or not shown. Some of the compounds tested. The share of hits here may be higher or lower than overall.

SMILES	CHRM5 antagonist	M5 PAM	CHRM5 agonist	CHRM4 agonist	TAAR1 agonist	M1 PAM	CHRM1 antagonist	CHRM4 antagonist	CHRM1 agonist
CCC1=NN2C(=N)/C(=C\c3ccc(OCCOc4ccc(NC(C)=O)cc4)cc3)C(=O)N=C2S1	6	-3	-2	1	3	0	4	-6	-4
Cc1ccc(-n2c(C)cc(C(=O)NS(=O)(=O)c3ccc(C)cc3)c2C)cc1	4	1	-4	1	-1	4	-1	-15	-5
O=C1CCC(C(=O)OC(C(=O)Nc2cc(Cl)cc(Cl)c2)c2ccccc2)=NN1 (centres undefined)	2	-3	1	1	4	-4	7	13	-2
CCOC(=O)Cc1nnc(NC(=O)CSc2nncn2C)s1	-1	2	1	1	2	4	-5	3	-3
C#CCOCCOCCOCCNc1nc(N2CCN(C(=O)Cn3cc(CC(C)O)nn3)CC2)nc(N2CCN(C(=O)[C@H](CCCCN)n3cc(CC(C)O)nn3)CC2)n1 (some centres undefined)	5	8	1	0	6	11	-4	-8	-4
O=C(NCc1ccccc1)c1ccc(S(=O)(=O)N2CCCCCC2)cc1	12	-9	1	7	6	-15	27	8	-4
C=CCNC(=O)C(C)N1c2cccc3cccc(c23)S1(=O)=O (centres undefined)	4	5	1	0	1	0	-1	-4	-3
CCOC(=O)NC1(C(F)(F)F)NC(=O)N(c2ccc(F)cc2)C1=O (centres undefined)	-7	12	1	0	0	5	-5	10	-2
CCC1(COC(NC(=O)c2cccnc2)(C(F)(F)F)C(F)(F)F)COC1	-1	4	-2	0	2	5	-22	-12	-4
CC[C@@H](C)[C@@H]1CN([C@@H](C)CN2CCC[C@H]2CN2C(N)=NC[C@@H]2Cc2ccccc2)C(=N)N1CCCC1CCCC1	5	-41	-11	0	12	-31	76*	65*	-10
Cc1cc(NC(=O)CCC(=O)N(c2ccccc2)C(C(=O)NC(C)(C)C)c2ccccc2Cl)no1 (centres undefined)	-4	3	-4	3	1	7	-8	-20	-1
COc1ccc(OCCC(=O)N2CCN(C)CC2)cc1	4	5	-3	0	0	6	-10	1	-2
COCC(=O)Nc1cc([N+](=O)[O-])ccc1OC	-6	5	-2	0	1	-9	12	-2	-2
O=C(c1cccs1)N1CCN(c2nc3ccc([N+](=O)[O-])cc3s2)CC1	-5	3	5	2	3	10	-23	1	0
C=CCc1ccc(OCCOCCNCCOC)c(OC)c1	2	-5	-3	1	-3	3	-6	-7	-5

The final two entries of the section before open the next one:
SMILES	CHRM5 antagonist	M5 PAM	CHRM5 agonist	CHRM4 agonist	TAAR1 agonist	M1 PAM	CHRM1 antagonist	CHRM4 antagonist	CHRM1 agonist
O=C(c1cccs1)N1CCN(c2nc3ccc([N+](=O)[O-])cc3s2)CC1	-5	3	5	2	3	10	-23	1	0
C=CCc1ccc(OCCOCCNCCOC)c(OC)c1	2	-5	-3	1	-3	3	-6	-7	-5
COc1ccc(COC(=O)N/N=C(\C)CC(=O)Nc2ccc(Cl)cc2)cc1	-11	-3	-2	0	0	-5	3	-15	-6
Cc1ccc(-c2nnc(SC(C)C#N)n2N)cc1 (centres undefined)	4	2	-2	0	3	2	-3	6	-1
N#Cc1ccc(CSc2nnc(-c3ccncc3)o2)cc1	19	2	1	1	6	2	-2	7	-7
N#Cc1c(Oc2ccc3ccccc3c2)sc(C(=O)c2ccccc2)c1N	-6	1	-1	0	9	-8	-6	11	0
CNS(=O)(=O)c1ccc2c3c(cccc13)C(=O)N2	-1	-5	-3	0	0	19	-25	-8	-1
COc1ccc(N2CCN(CC(=O)Nc3c(C)cc(C)cc3C)CC2)cc1	-7	4	1	0	8	3	3	11	-1
COc1ccc(/C=N/Nc2cc(N3CCCC3)nc(N3CCCC3)n2)cc1	-1	5	-3	1	3	3	-2	-3	-11
COCCNC(=O)c1ccc2c(Cl)c3c(nc2c1)CCC3	-2	0	-3	2	0	13	0	-15	-2
C=CCN1C(=O)SC(Cc2cccc(OC)c2O)C1=O (centres undefined)	-4	6	5	2	2	8	-7	-9	-7
CC(NC(=O)COC(=O)CCNC(=O)c1ccco1)C12CC3CC(CC(C3)C1)C2 (centres undefined)	1	4	-2	0	1	9	-12	1	-6
COc1ccc(NC(=S)NCc2cccs2)c(OC)c1	1	-3	-3	.	2	6	-5	-2	-7
CCOC(=O)CNC(=O)CSc1ccc(-c2nc3ccccc3[nH]2)cn1	-8	0	5	4	4	4	-20	-3	-3
CCC(C)c1ccc(OCc2ccc(C(=O)O)o2)cc1 (centres undefined)	2	6	0	0	8	5	-8	-8	-3
CN(C)c1ccc(P(=O)(OCc2ccccc2)C(O)c2cccnc2)cc1 (centres undefined)	8	-4	2	1	1	7	-11	-11	-4
O=C(Nc1cc(Cl)ccc1O)C1CC(c2ccccc2Cl)=NO1 (centres undefined)	8	0	0	7	-1	3	-6	2	1
O=C1OCC/C1=C\NCCCCCCCCN/C=C1\CCOC1=O	-6	2	-1	0	5	15	-23	-11	-4
O=C(Nc1ccc(Cc2ccncc2)cc1)c1ccc(S(=O)(=O)N2CCOCC2)cc1	17	-30	9	24	19	-18	14	22	8
COc1ccc(C2N(C(C)=O)CCCN2S(=O)(=O)c2ccc(C)cc2)cc1 (centres undefined)	-2	5	-2	0	6	4	-9	-16	-12
CC(C)NC(=O)C1(C)CSCC(=O)N1CCOc1ccccc1 (centres undefined)	2	1	1	0	1	.	.	3	.
COC(=O)c1ccsc1NC(=O)c1ccc2c(c1)OCCO2	0	-1	2	0	0	4	-4	5	-2
COc1ccc(CN=C(C#N)C2=C(O)c3ccccc3C2=O)cc1	1	5	-1	-2	2	8	-13	-10	-3
Cc1nn(Cc2ccccc2)c(=O)n1N(C)c1ncc(C(F)(F)F)cc1Cl	-2	-3	-2	0	1	-4	-26	6	-3
O=C(NC1CC1)C1CCN(C2CCN(C(=O)/C=C/c3ccc(F)cc3)CC2)CC1	-17	4	-2	2	6	11	-11	-13	-13
CCC1CCCCN1CCNC(=O)C1CCN(S(=O)(=O)c2cccc3nsnc23)CC1 (centres undefined)	7	-7	-11	1	0	-21	52*	8	-6
Cc1ccc(CNC(=O)CCc2ccc(S(=O)(=O)NC3CCCCC3)cc2)cc1	-7	-2	3	5	15	2	2	-8	0
COc1cccc2cc(C(=O)NCc3ccc(F)cc3)c(=N)oc12	-18	9	-2	1	1	4	-4	-2	-2
O=C(CSc1nc2ccc(NC(=O)CSc3nnnn3-c3ccccc3)cc2s1)Nc1ccccc1	3	-6	0	4	-1	-5	0	-3	-3
COC(=O)C1=C(C)N=C2SC(C#N)=C(N)N2C1c1cccc(OC)c1 (centres undefined)	5	-3	-4	1	6	6	-6	-1	-4
Cc1nc(Nc2ccncc2)c2oc3ccccc3c2n1	-4	4	-8	1	12	6	-5	6	7
COc1cccc(C(=O)N(Cc2ccco2)c2c(N)n(Cc3ccccc3)c(=O)[nH]c2=O)c1	9	-3	4	0	6	-4	7	7	-2
Cc1ccc2c(c1)N(S(=O)(=O)c1cc(-c3cc(C)no3)ccc1C)CCO2	12	-2	-4	2	0	13	-12	-4	1
COc1ccc(S(=O)(=O)N(CC(=O)N2CCN(C)CC2)c2ccc(C)cc2)cc1Br	-3	1	-7	3	3	-8	4	-5	-5
O=C1CN(C(=O)c2ccc(Br)o2)C(c2ccc(F)cc2)c2cc(F)ccc2N1 (centres undefined)	-6	-7	2	6	5	3	-8	-4	-4
COCCOc1cc(N2C(=O)CSCC2=O)c(Cl)cc1Cl	4	0	2	4	8	6	-7	2	-2
COCCCn1c(C(=O)N2CCOCC2)cc2c(=O)n3ccccc3nc21	10	2	1	2	1	12	-16	2	0
COc1ccc(C2N(c3ccc4c(c3)OCCO4)C(=O)C2(F)F)cc1OC (centres undefined)	5	-5	0	3	3	-2	2	-1	-3
C=Cc1ccc(C(=O)NC2CCCN(Cc3ccccc3F)C2)cc1 (centres undefined)	4	-2	-1	1	-1	0	0	-1	-8
CC1CC(OCC(O)CN2CCOCC2)CC(C)(C)C1 (centres undefined)	0	-5	-1	1	2	13	-5	-3	-8
CCOc1ccc(S(=O)(=O)NCc2ccncc2)cc1	26	-14	8	10	6	-6	17	22	1
CC(NC(=O)CSc1ncnc2nc[nH]c12)c1ccccc1 (centres undefined)	4	0	2	0	1	6	-3	6	-4
CCOc1ccc(Oc2c(C)oc3cc(O)ccc3c2=O)cc1	11	-1	0	1	0	5	-6	2	-5
O=C(CCn1c(=O)oc2ccccc21)NCCC1=CCCCC1	1	1	1	0	-1	1	-5	4	-3
CCCCCCCCNS(=O)(=O)CCNCc1ccccc1	-5	1	0	1	0	-3	2	-3	-3
CCOC(=O)c1c(C)[nH]c(C)c1C(=O)COc1ncnc2ccccc12	18	-7	0	3	7	-10	4	8	-3
Cc1c(C(=O)N2CCCCC2)nn(-c2ccc(Cl)cc2)c(=O)c1C#N	9	2	-1	-1	1	6	-4	-15	-8

Some of these compounds in order of their number in M5 PAM, low to high.
Structure | M5 PAM
O=C(Nc1ccc(Cc2ccncc2)cc1)c1ccc(S(=O)(=O)N2CCOCC2)cc1 | -30
Cc1nn(Cc2ccccc2)c(=O)n1N(C)c1ncc(C(F)(F)F)cc1Cl | -3
Cc1nc(Nc2ccncc2)c2oc3ccccc3c2n1 | 4

More entries follow.
SMILES	CHRM5 antagonist	M5 PAM	CHRM5 agonist	CHRM4 agonist	TAAR1 agonist	M1 PAM	CHRM1 antagonist	CHRM4 antagonist	CHRM1 agonist
CC(Sc1n[nH]c(-c2cccs2)n1)C(=O)Nc1ccccc1F (centres undefined)	4	12	1	-2	-2	2	1	-2	-5
O=C(C1CC1)N1CCN(Cc2ccccc2)CC1	-6	9	1	0	1	9	-12	-4	-3
O=C(O)c1ccccc1NC(=O)c1ccccc1-c1ccccc1C(=O)O	0	0	1	1	0	4	-6	-7	-3
COc1ccc(CN=CC2=C(O)CNC2=O)cc1	-8	6	-3	0	8	-1	-16	-8	-2
Cc1ccc(OCC(=O)O/N=C(\N)c2ccncc2)c(C)c1	6	-2	-1	6	2	8	-7	1	-1
CCOC(=O)/C(C#N)=C\c1cn(C)c2ccccc12	4	4	2	1	6	-2	3	3	-9
C=CCNc1nc(Nc2ccc(OC)c(OC)c2)c2sc(-c3ccccc3)cc2n1	8	-7	-9	5	-1	-8	-3	3	-7
Cc1cc(SCC(=O)N2CCCC2=O)nc2c(C)cccc12	-2	4	-7	3	-1	2	-7	-21	-6
COc1ccc(C(CNC(=O)COc2ccccc2-c2ccccc2)N2CCOCC2)cc1 (centres undefined)	-8	-1	-3	1	12	7	-7	-3	-2
Cc1ccc2oc(=O)c3cnn(CC(=O)NCCN4CCOCC4)c3c2c1	2	-4	-1	2	1	9	-9	5	-5
O=C(NC(c1ccccc1)c1ccccc1)c1ccccc1	-3	5	5	0	1	22	-20	-4	-2
